# PI5P4K alpha inh – PI5P4K alpha (human) kinase inhibition; P48426; PI5P4Kalpha enzyme, ADP-Glo luminescence, 60 min; active compounds read low; max response, %; 330,000 tested, 1.2% active; active = max response of -50% or lower; inconclusive = between -30% and -50%; inactive = -30% or higher; also: value at the top dose of about 77 µM; % is scaled to controls: 0 for no effect and ±100 for the full control effect
# Target sequence (P48426 whole entry, looked up): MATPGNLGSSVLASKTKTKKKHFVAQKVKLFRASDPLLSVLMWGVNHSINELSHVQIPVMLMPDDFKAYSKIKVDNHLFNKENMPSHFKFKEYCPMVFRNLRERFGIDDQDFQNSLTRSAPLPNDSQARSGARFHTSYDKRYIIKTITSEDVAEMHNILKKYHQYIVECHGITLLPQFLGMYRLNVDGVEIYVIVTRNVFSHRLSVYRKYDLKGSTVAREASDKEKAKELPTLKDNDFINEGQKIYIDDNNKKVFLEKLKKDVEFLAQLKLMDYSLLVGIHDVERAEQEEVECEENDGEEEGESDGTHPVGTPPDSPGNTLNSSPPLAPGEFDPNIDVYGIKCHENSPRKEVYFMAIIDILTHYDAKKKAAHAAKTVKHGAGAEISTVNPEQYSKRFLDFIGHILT
#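 Enzyme plus substrate dispensed, test compounds pinned in, then ATP (5 microM final) added. After 60 min at RT, ADP-Glo reagent 1 for 45 min and reagent 2 for 30 min preceded luminescence imaging.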
# WRN inhibitor – WRN helicase (human) inhibition. WRN helicase unwinding, fluorescent forked duplex, kinetic. Potency, µM (titrated, usually from 114 µM), inactives show top-dose activity change, negative = inhibition, actives largely listed as inhibitors. 360,000 tested, 0.46% active. Q14191. AID 651768; also: potency is read from the fitted curve at half-maximal effect; % is scaled to controls: 0 for no effect and ±100 for the full control effect; nearly all actives have a fitted effect of over 55% in size
#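 Kinetic fluorescence helicase assay: unwinding of a quenched forked DNA duplex (100 nM final) with 2 mM ATP final raises red fluorescence (525/598 nm). Compounds sat 15 min at room temperature with 20 nM WRN beforehand.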
# EPAC2 agonist – agonists of human EPAC2 (RAPGEF4); AID 720711; 360,000 tested, 0.079% active; Q8WZA2; Potency, µM (top dose mostly 154 µM), inactives show top-dose activation, hits mostly activators; EPAC2 activation, biochemical qHTS; response scale: 100% = 6.5 mM cAMP response; also: potency is read from the fitted curve at half-maximal effect; nearly all actives have a fitted effect of over 50% in size
#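 Fluorescence exchange assay: 100 nM EPAC2 with 250 nM RAP1B-BODIPY-GDP and 50 uM GDP; compounds tested as a concentration-titration series (qHTS). Loss of Rap1-bound BODIPY-GDP fluorescence read at 480/540 nm; data normalized to 6.5 mM cAMP.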
# EPAC1 ag – agonists of human EPAC1; O95398; EPAC1 agonist qHTS, biochemical assay; response scale: 100% = response to 6.5 mM cAMP; Potency, µM (top dose mostly 154 µM), inactives show at the top dose activation, most hits filed as activators; 360,000 tested, 0.073% active; also: potency is read from the fitted curve at half-maximal effect; nearly all actives have a fitted effect of over 60% in size
#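 Fluorescent GDP-exchange assay: 100 nM EPAC1 with 250 nM Rap1B preloaded with BODIPY-GDP and 50 uM GDP; compounds tested as concentration series, 5 min at room temperature, then read every 5 min for 30 min (ex 480/em 540 nm); normalized to 6.5 mM cAMP.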
# PLK1 PBD block – inhibitors of human PLK1 polo-box domain binding; P53350; Plk1 PBD binding of FITC phosphopeptide, fluorescence polarization; Potency, µM, for the others: max response, negative = inhibition, most hits filed as inhibitors; 360,000 tested, 2.8% active; AID 720504; also: potency is read from the fitted curve at half-maximal effect; series mostly up to about 57 µM; % is scaled to controls: 0 for no effect and ±100 for the full control effect; nearly all actives have a fitted effect of over 65% in size
# Target sequence (P53350 whole entry, looked up, the tested form may be a part): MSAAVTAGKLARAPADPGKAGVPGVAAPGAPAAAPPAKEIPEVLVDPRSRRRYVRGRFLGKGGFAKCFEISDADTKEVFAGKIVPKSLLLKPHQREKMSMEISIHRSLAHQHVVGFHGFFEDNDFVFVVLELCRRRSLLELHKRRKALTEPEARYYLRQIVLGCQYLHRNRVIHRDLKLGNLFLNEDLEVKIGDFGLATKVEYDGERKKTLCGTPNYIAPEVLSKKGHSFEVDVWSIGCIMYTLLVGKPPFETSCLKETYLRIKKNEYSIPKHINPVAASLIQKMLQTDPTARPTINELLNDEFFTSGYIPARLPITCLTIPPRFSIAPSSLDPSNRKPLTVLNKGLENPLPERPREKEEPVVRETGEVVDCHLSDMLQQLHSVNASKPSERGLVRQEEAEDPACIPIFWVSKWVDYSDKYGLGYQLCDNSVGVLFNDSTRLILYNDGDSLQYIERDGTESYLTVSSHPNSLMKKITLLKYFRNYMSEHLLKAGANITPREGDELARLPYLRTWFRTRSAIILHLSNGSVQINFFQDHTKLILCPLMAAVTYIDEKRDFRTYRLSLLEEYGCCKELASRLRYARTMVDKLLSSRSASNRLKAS
# CCT modulator – cytosolic chaperonin activity modulation; purified chaperonin ATPase assay, HTRF ADP detection, 30 min; activity change, % (test concentration not listed), hits read low; 360,000 tested, 0.3% active; in the data active = activity change below about -30%; also: % is scaled to controls: 0 for no effect and ±100 for the full control effect
#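 TRiC (40 or 20 nM final, by batch activity) in 30 mM Tris pH 7.4, 100 mM KCl, 5 mM MgCl2, 1 mM DTT was treated with compound at 76 uM single dose, then 10 uM ATP, 30 min at 37 °C. ADP was read by HTRF Transcreener.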
# IL-2 act – activators of IL-2. IL-2 activation reporter assay, cell-based qHTS; stimulated with anti-CD3/CD4/CD28 beads; in transgenic mouse T cells. activation, % (series mostly up to about 46 µM). 360,000 tested, 0.065% active; in the data active = activation above about 50%; inconclusive = mostly about 30% to 49%; also: 0% is about no effect
#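 First, unstimulated transgenic mouse T cells were exposed to compound for 60 min. Next, anti-CD3/anti-CD4-coated beads with anti-CD28 were added. Finally, after 18 h at 37 degrees C, EGFP and DsRed were imaged.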
# EPAC1 antag – EPAC1 (human) antagonism; O95398; EPAC1 GEF assay, Rap1b-BODIPY-GDP exchange fluorescence; Potency, µM (series often up to 115 µM), inactives show at the highest dose activity change, negative = inhibition, usual class: inhibitors; 360,000 tested, 0.14% active;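 also: potency is read from the fitted curve at half-maximal effect; plate controls were vehicle for no effect and positive control for full effect; nearly all actives have a fitted effect of over 50% in size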
# The depositor's hits bear a star; u = inconclusive; x = no result given. Unless noted, calls follow the shape of the dose curve; as a rule, active = well fitted curve in the direction sought with a large enough effect; inconclusive = small, poorly fitted or top-dose-only effect, or another doubt; inactive = no such curve, though single readings can be large; an effect the other way counts as inactive or inconclusive.
# Labels used below: A = PI5P4K alpha inh; B = WRN inhibitor; C = EPAC2 agonist; D = EPAC1 ag; E = PLK1 PBD block; F = CCT modulator; G = IL-2 act; H = EPAC1 antag
COc1ccc(CC(=O)N/N=C/c2cccn2-c2ccc([N+](=O)[O-])cc2)cc1OC
  A: u	B: -4%	C: 2%	D: 8%	E: -9%	F: -1.4	G: -0.4	H: -28%

CCCn1ccc2c(OCC(=O)Nc3ccc(NC(C)=O)cc3)cccc2c1=O
  A: -21	B: -15%	C: 2%	D: 5%	E: -2%	F: -1.8	G: -0.2	H: -21%

COc1ccccc1CNc1nc2nc3c(c(=O)n2[nH]1)CCC3
  A: x	B: -12%	C: -6%	D: -1%	E: -1%	F: -1.7	G: 0.8	H: 0%

COc1ccc(Br)cc1C(=O)N/N=C/c1ccc2c(c1)n(C)c(=O)n2C
  A: 1	B: -6%	C: 5%	D: 2%	E: -5%	F: -0.4	G: -0.4	H: 12%

CC1(C)CC(=O)C2=C(C1)N(N1CCOCC1)C(N)=C(C#N)C2c1cccs1 (stereo unspecified)
  A: -5	B: 6%	C: -1%	D: -12%	E: u	F: -3.5	G: -3.2	H: -12%

COc1ccc(OC)c(C(=O)c2coc3ccc(O)cc23)c1
  A: x	B: -6%	C: 2%	D: 3%	E: -2%	F: -1.9	G: -1.1	H: -23%

CSc1ccccc1NC(=S)NCc1ccc(Cl)cc1
  A: 0	B: -5%	C: 10%	D: 14%	E: -12%	F: 2.0	G: -3.9	H: 12%

c1ccc2oc(-c3[nH]ncc3CN3CCSCC3)cc2c1
  A: -2	B: 2%	C: -1%	D: -3%	E: -15%	F: -1.8	G: -4.2	H: -21%

COc1ccc(N2CCN(C(=O)COC(=O)c3cccc(OC)c3O)CC2)cc1
  A: -8	B: 4%	C: 12%	D: -8%	E: -6%	F: -3.2	G: 0.1	H: 21%

Cc1cc(C)cc(NC(=S)N2CCN(c3ncccn3)CC2)c1
  A: 3	B: 0%	C: 12%	D: 4%	E: u	F: 0.6	G: -0.1	H: -9%

CCCn1cnc2c(oc3ccccc32)c1=O
  A: -8	B: -2%	C: -1%	D: -1%	E: 9%	F: -2.7	G: -5.2	H: -2%

CC(/C=C/c1ccc2c(c1)OCO2)=N\NC(=O)C(O)c1ccccc1 (stereo unspecified)
  A: 4	B: -9%	C: -1%	D: 10%	E: 0%	F: -2.8	G: -0.6	H: 0%

C[C@H]1CN([C@@H](C)CO)C(=O)CCCn2nncc2CO[C@@H]1CN(C)C(=O)Nc1cccc2ccccc12
  A: 8	B: -4%	C: 8%	D: 17%	E: -13%	F: -1.4	G: 1.5	H: 6%

CCCCC(=O)Nc1ccc(NC(=O)c2ccc3c(c2)OCO3)cc1OC
  A: x	B: -5%	C: 10%	D: 8%	E: -3%	F: -1.5	G: 0.1	H: 1%

COC(=O)c1ccc(NC(=O)CSc2nc(=O)cc(N)n2-c2ccccc2)cc1
  A: -1	B: 10%	C: -3%	D: -11%	E: 27µM*	F: -3.7	G: -0.1	H: -9%

# Retrieved one by one from the list above, six records:
# Labels used below: A = PI5P4K alpha inh; B = WRN inhibitor; C = EPAC2 agonist; D = EPAC1 ag; E = PLK1 PBD block; F = CCT modulator; G = IL-2 act; H = EPAC1 antag
CCCn1cnc2c(oc3ccccc32)c1=O
  A: -8	B: -2%	C: -1%	D: -1%	E: 9%	F: -2.7	G: -5.2	H: -2%

COc1ccc(Br)cc1C(=O)N/N=C/c1ccc2c(c1)n(C)c(=O)n2C
  A: 1	B: -6%	C: 5%	D: 2%	E: -5%	F: -0.4	G: -0.4	H: 12%

COc1ccc(CC(=O)N/N=C/c2cccn2-c2ccc([N+](=O)[O-])cc2)cc1OC
  A: u	B: -4%	C: 2%	D: 8%	E: -9%	F: -1.4	G: -0.4	H: -28%

CCCCC(=O)Nc1ccc(NC(=O)c2ccc3c(c2)OCO3)cc1OC
  A: x	B: -5%	C: 10%	D: 8%	E: -3%	F: -1.5	G: 0.1	H: 1%

COc1ccc(OC)c(C(=O)c2coc3ccc(O)cc23)c1
  A: x	B: -6%	C: 2%	D: 3%	E: -2%	F: -1.9	G: -1.1	H: -23%

COc1ccc(N2CCN(C(=O)COC(=O)c3cccc(OC)c3O)CC2)cc1
  A: -8	B: 4%	C: 12%	D: -8%	E: -6%	F: -3.2	G: 0.1	H: 21%

# PLK1 PBD block, what is marked active above
SMILES | PI5P4K alpha inh | WRN inhibitor | PLK1 PBD block | CCT modulator | IL-2 act | EPAC1 antag
COC(=O)c1ccc(NC(=O)CSc2nc(=O)cc(N)n2-c2ccccc2)cc1 | -1 | 10% | 27µM* | -3.7 | -0.1 | -9%

# New compounds follow
# Labels used below: A = PI5P4K alpha inh; B = WRN inhibitor; C = EPAC2 agonist; D = EPAC1 ag; E = PLK1 PBD block; F = CCT modulator; G = IL-2 act; H = EPAC1 antag
O=C(Nc1ccc2c(c1)OCCO2)C1CCN(c2nnnn2-c2ccccc2)CC1
  A: 8	B: -2%	C: 13%	D: -1%	E: -8%	F: -1.0	G: 1.6	H: -3%

O=C(Nc1ccc(OC(F)(F)F)cc1)Oc1ccccc1N1CCCCC1
  A: 2	B: -2%	C: 1%	D: 1%	E: -17%	F: -5.7	G: -0.4	H: -3%

Cc1ccccc1C(=O)NCc1ccncc1
  A: 6	B: 6%	C: 17%	D: 3%	E: -2%	F: 0.1	G: -0.3	H: 2%

Cc1cc(C)cc(C(=O)Nc2nnc(SCC(=O)N3CCCc4ccccc43)s2)c1
  A: 0	B: -13%	C: -7%	D: 8%	E: -3%	F: 2.5	G: -1.2	H: 1%

CC(=O)Nc1c(F)c(F)c(F)c(F)c1F
  A: 2	B: -2%	C: -3%	D: -14%	E: -22%	F: 1.0	G: -2.5	H: -6%

CCC(=O)Nc1ccc(N2CCCCC2)cc1
  A: x	B: -9%	C: 12%	D: 3%	E: -8%	F: -1.1	G: -0.8	H: 2%

CC(=O)Nc1ccc(S(=O)(=O)N2CCN(c3nc(C)cc(C)n3)CC2)cc1
  A: 3	B: 1%	C: 7%	D: 8%	E: -3%	F: -0.4	G: -0.4	H: -15%

OCCOCCNc1ncnc2c1cnn2-c1ccccc1
  A: -7	B: -28%	C: 3%	D: -7%	E: -2%	F: -1.6	G: -2.2	H: -3%

Cc1nn(C)c2ncc(C(=O)c3ccccc3O)cc12
  A: u	B: -3%	C: 1%	D: 3%	E: -7%	F: 0.4	G: -1.4	H: -3%

CCC(C)C(=O)Nc1nnc(SCC(=O)N2C(C)CCCC2C)s1 (stereo unspecified)
  A: -3	B: 11%	C: -5%	D: 1%	E: -10%	F: -1.2	G: -3.3	H: -18%

O=C(O)c1ccc(N2C(=O)CC(SC(=NCc3ccc4c(c3)OCO4)Nc3ccccc3)C2=O)cc1 (stereo unspecified)
  A: 5	B: -2%	C: 4%	D: -15%	E: 53µM*	F: -1.2	G: 1.0	H: -2%

CCOC(=O)C1CCN(c2c(NCCCN(C)C3CCCCC3)c(=O)c2=O)CC1
  A: 9	B: -7%	C: 10%	D: 6%	E: -1%	F: -1.5	G: -2.7	H: 4%

C=CCc1cccc2cc(C(=O)N3CCN(C(=O)c4ccccc4)CC3)c(=O)oc12
  A: 6	B: -20%	C: -3%	D: -3%	E: -24%	F: 0.2	G: -1.1	H: -3%

N#CCC(=O)N/N=C/c1cccc(Oc2ccccc2)c1
  A: 4	B: 2%	C: -2%	D: -5%	E: -1%	F: -1.7	G: 1.6	H: -2%

C/C=C(\C)C(=O)NCCN1C2=NC[C@@H](C)N2C[C@@H]1Cc1ccc(OC)cc1
  A: 1	B: 10%	C: 6%	D: -2%	E: -1%	F: 1.8	G: 0.3	H: 9%

# Next compounds follow.
# Labels used below: A = PI5P4K alpha inh; B = WRN inhibitor; C = EPAC2 agonist; D = EPAC1 ag; E = PLK1 PBD block; F = CCT modulator; G = IL-2 act; H = EPAC1 antag
Cc1cccc(N2CCN(C(=O)CCCOc3ccccc3)CC2)c1C
  A: -2	B: -6%	C: 5%	D: 9%	E: -10%	F: -2.4	G: -1.4	H: -6%

O=C(Nc1sc2c(c1C(=O)O)CCC2)c1ccc(F)cc1
  A: -28	B: -29%	C: 3%	D: -9%	E: -23%	F: -1.6	G: 0.0	H: u

COc1ccc(S(N)(=O)=O)cc1C(=O)NNC(=O)C1COc2ccccc2O1 (stereo unspecified)
  A: 7	B: 3%	C: 4%	D: -2%	E: 0%	F: -1.3	G: 0.7	H: 3%

CCn1c(CNC(=O)c2cccs2)nnc1SCC(=O)NCCc1ccccc1
  A: x	B: 1%	C: 12%	D: 21%	E: -2%	F: 0.1	G: -2.2	H: 0%

CC(=O)Nc1ccc(S(=O)(=O)N2CCC3(CC2)CC(=O)c2ccccc2O3)cc1
  A: 1	B: -4%	C: 2%	D: 7%	E: -12%	F: -0.8	G: -0.5	H: -10%

O=c1c2sc3ccccc3c2[nH]c(=S)n1CCN1CCOCC1
  A: -3	B: -7%	C: 4%	D: 1%	E: -12%	F: -1.5	G: 2.1	H: -5%

CCOC(=O)N1CCN(C(=O)c2cc(COc3c(F)cccc3F)on2)CC1
  A: 11	B: -17%	C: 4%	D: -3%	E: 3%	F: -2.1	G: -0.3	H: 14%

Cc1cc(C)n(-c2c(F)c(F)c(COC(=O)c3ccccc3)c(F)c2F)n1
  A: -1	B: -6%	C: -3%	D: -1%	E: -5%	F: -0.7	G: -0.8	H: 5%

COc1cccc(NS(=O)(=O)Cc2ccccc2)c1
  A: x	B: 8%	C: 5%	D: 3%	E: -10%	F: 1.3	G: -1.3	H: 0%

CC1(C)C2CC[C@]3(C)C(CC=C4[C@@H]5C[C@@](C)(CO)[C@@H](O)C[C@]5(C(=O)O)CC[C@]43C)[C@@]2(C)CC[C@@H]1O (stereo partly specified)
  A: -3	B: 4%	C: 7%	D: -10%	E: -14%	F: -0.4	G: 4.1	H: -20%

O=C(CSc1ncccc1-c1nc2ccccc2[nH]1)N1CCCCC1
  A: x	B: -4%	C: -13%	D: -2%	E: -11%	F: -0.9	G: 0.3	H: 0%

Cn1c(=O)c2c(nc(NCC3CCCC(CN)C3)n2Cc2ccc(Cl)cc2Cl)n(C)c1=O (stereo unspecified)
  A: 1	B: -2%	C: -13%	D: -8%	E: -3%	F: 2.3	G: -0.5	H: -8%

Cc1nn(C)c(C(=O)NN)c1Cl
  A: 1	B: -17%	C: 7%	D: -5%	E: -7%	F: -2.4	G: 1.4	H: -17%

# Screening results (PubChem)

# The list is partial; the hit share may differ from the screen's.
